# High-throughput results from PubChem.
# PMI act – phosphomannose isomerase (human) activation; P34949; purified human PMI, coupled resazurin fluorescence, 20 min; active compounds read high; 1 = vehicle control, 0 substrate-free wells; activation factor at 20 µM; hit rate 0.005% among 190,000;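 active = activation factor of 2 or more at 20 µM, relative to plate controls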
# FLuc inhib CS – Photinus pyralis luciferase inhibition counter-screen. ATPLite firefly luciferase biochemical luminescence, 10 min. inhibition, % at 10 µM. hit rate 1.5% among 200,000;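 active = inhibition above about 50% when tested at 10 µM, limit read from the data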
# Target sequence (P08659 whole entry, looked up): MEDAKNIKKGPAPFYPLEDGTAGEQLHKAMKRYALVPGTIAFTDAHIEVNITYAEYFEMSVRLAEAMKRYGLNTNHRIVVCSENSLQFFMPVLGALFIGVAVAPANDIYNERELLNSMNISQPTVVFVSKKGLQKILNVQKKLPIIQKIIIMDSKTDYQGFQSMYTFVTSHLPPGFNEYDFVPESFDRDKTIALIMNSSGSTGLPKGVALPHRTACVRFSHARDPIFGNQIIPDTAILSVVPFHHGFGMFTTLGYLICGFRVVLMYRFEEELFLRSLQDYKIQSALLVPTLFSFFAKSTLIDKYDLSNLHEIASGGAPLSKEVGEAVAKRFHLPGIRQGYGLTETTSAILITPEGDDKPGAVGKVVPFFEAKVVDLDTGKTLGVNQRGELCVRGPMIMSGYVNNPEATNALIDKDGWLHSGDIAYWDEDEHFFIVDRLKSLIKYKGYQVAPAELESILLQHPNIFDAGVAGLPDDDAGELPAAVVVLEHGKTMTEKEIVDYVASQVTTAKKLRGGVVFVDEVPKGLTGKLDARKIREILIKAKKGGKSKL
# TNAP act hiacc – increases human TNAP activity under high phosphate acceptor concentration; 200,000 tested, under 10 active; activation factor at 20 µM; AID 1136; purified TNAP, CDP-star luminescence, 1 M DEA, 30 min; active compounds read high; 0 = EDTA background, 1 = DMSO-only activity;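 active = activation factor at least 2 at 20 µM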
#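 Assay system: human TNAP; Input: enzyme diluted 1/800 final; Reagent: CDP-star luminogenic substrate at 100 µM final; Timing: 30 min, room temperature; Signal: luminescence; Evaluation: TNAP activation factor scaled between EDTA and DMSO control wells.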
# TNAP inh hi DEA – TNAP (human) inhibition, high acceptor; P05186; purified TNAP, CDP-star luminescence, 1 M DEA; inhibition, % at 20 µM; hit rate 0.03% among 200,000; AID 1135;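 active = over 50% inhibition of tissue-nonspecific alkaline phosphatase at 20 µM in the single-dose screen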;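 also: plate controls were DMSO wells for no effect and EDTA-quenched wells as full inhibition for full effect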
# APP 5'UTR act – activates APP 5'UTR luciferase reporter | SH-SY5Y APP 5'UTR luciferase reporter, luminescence; zero percent = DMSO vehicle wells | activation, % at 2 µM | hit rate 1% among 190,000 | AID 1276;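 active = activation above a set limit, based on mean plus 3 SD of controls, cut at about 140% in these data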; also: values of inactives mirror those of a sister screen read the other way
# TNAP inh no acc – blocks human TNAP activity with no phosphate acceptor present; P05186; hit rate 0.26% among 200,000; purified TNAP, CDP-star luminescence, 30 min; AID 1012; inhibition, % at 20 µM;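 active = tissue-nonspecific alkaline phosphatase inhibition above about 50% at 20 µM in the single-dose screen, limit read from the data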;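 also: 0% = DMSO negative control and 100% = EDTA positive control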
# FLuc stim CS – firefly luciferase counter-screen for stimulation assays; P08659; ATPlite luciferase biochemical, luminescence, 10 min; 0 = ATP-free wells, 1 = DMSO control; activation factor at 10 µM; 200,000 tested, under 10 active; AID 1027;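 active = luciferase activation factor, scaled between plate controls, of at least 2 with compound at 10 µM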
#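 Assay system: Luciferase/luciferin reagent mix; Medium: PBS as buffer for the ATP substrate; Dosing: test compounds dosed from 2 mM stocks in 100% DMSO; Times: 10 min, room temperature; Signal: luminescence from luciferase reaction; Read-out: luciferase activation; Controls: No-ATP low control, compound-free enzyme-plus-ATP high control.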
# NF-kB expr up – NF-kB expression increase, human neuronal cells. hit rate 1.6% among 190,000. fold change at 12.5 µM. NF-kB reporter expression; active compounds read high. AID 1239; in the data active = fold change above about 3.3
# bIAP activator – intestinal alkaline phosphatase (bovine) activation | purified bovine IAP, CDP-star luminescence, 30 min; active compounds read high; fold of DMSO-control signal, blank-subtracted | activation factor at 20 µM | hit rate 0.17% among 200,000 | AID 1016;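 active = activation factor of 2 or more at 20 µM, a signal rise over negative controls twice the positive control's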
# PMI act hi M6P – PMI (human) activation, high substrate; P34949; coupled PMI enzyme assay, resazurin fluorescence, 20 min; active compounds read high; 1 = untreated enzyme, 0 = substrate-free blank; activation factor at 20 µM; hit rate 0.34% among 190,000; AID 1216;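 active = activation factor of 2 or more at 20 µM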
#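 Test system: human PMI in coupled enzyme assay; Input: PMI at 15 ng/mL final; Medium: HEPES buffer, pH 7.4; Schedule: 20 min incubation at room temperature; Technique: resorufin fluorescence at Ex 544/Em 590 nm; Compound: 20 µM single dose; Probe or stimulus: Near-saturating mannose-6-phosphate, 1.0 mM.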
# Numbers without * were called inactive; . = no result given.
SMILES,PMI act,FLuc inhib CS,TNAP act hiacc,TNAP inh hi DEA,APP 5'UTR act,TNAP inh no acc,FLuc stim CS,NF-kB expr up,bIAP activator,PMI act hi M6P
O=C(Nc1ccc(F)cc1)C(c1ccccc1)N1CCN(S(=O)(=O)c2ccc3ccccc3c2)CC1 (stereo not given),0.9,4.0,1,2.4,7.2,-9.7,1,0.81,1,1.1
Cc1ccccc1CSc1nnc2ccc(-c3ccncc3)nn12,0.9,-5.6,1,-4.6,-1.3,-10.2,1.1,1.2,1.1,0.9
O=C1CC(c2ccccc2)n2nc(NC(=O)c3ccccn3)nc2N1 (stereo not given),0.9,-5.5,1.1,-6.8,0.0,-131.2,1.1,0.89,1.7,1
CCCN1C2=NS(=O)(=O)CCN2c2ccccc21,0.9,-0.9,1.1,-5.3,1.2,-2.7,1,1.13,1,1
CCOc1ccc(C(=O)NC(C(=O)NCc2ccccc2OC)C(C)C)cc1 (stereo not given),1,-2.0,1.1,-6.0,-6.4,-8.2,1,1.02,1.1,1
CC(=O)N1CCCc2cc(S(=O)(=O)NC(C(=O)NC(C)c3ccccc3)C(C)C)ccc21 (stereo not given),0.9,-4.3,1.1,-6.4,18.7,-12.5,1,1.09,1.1,0.9
CC(C)N(C(=O)CSc1nc2c([nH]1)c(=O)n(C)c(=O)n2C)c1ccccc1,0.9,-1.8,1,0.1,10.0,8.7,1,1.1,1,0.9
Cc1ccc(S(=O)(=O)n2nc(-c3ccco3)nc2N)cc1,1.1,5.9,1,1.8,-21.8,-2.1,0.9,1.14,1,1.1
OCC1(CCOc2ccccc2)CCN(Cc2nc3ccc(F)cc3[nH]2)CC1,0.9,-3.1,1,0.3,11.0,-2.9,1,2.81,1.1,1
COc1cccc(C(=O)Nc2ncc3c(n2)CC(C)(C)CC3=O)c1,1,2.1,1,-4.4,-14.1,-3.3,1,1.23,0.9,1
O=C(c1cc2c(s1)CCCCC2)N1CCN(c2ncccn2)CC1,1,28.4,1,-0.6,2.5,-9.1,0.7,1.04,1,1
COc1ccccc1NC(=S)N(C(C)C)C(C)c1ccccn1 (stereo not given),1.1,-8.9,1,0.9,7.6,2.2,1.1,1.13,0.9,1
C/C=C/c1ccc(OC(C)=O)c(OC)c1,1,-4.4,1,-2.7,-5.0,-2.3,1,1.21,0.9,1
CNc1nc(C)cc(C)c1S(=O)(=O)c1ccc(C)cc1,0.9,-6.9,1,-0.6,-0.6,-7.5,1.1,0.9,1,0.9
O=C(NCC1CCCO1)C1CCN(C(=O)c2ccc(Br)cc2)CC1 (stereo not given),1,-5.6,1,1.1,7.0,-11.0,1.1,1.08,0.9,0.9
COc1nc(Cc2ccc(Cl)cc2)nc2ccccc12,1,-7.5,1,-2.9,12.3,-10.2,1.1,1.11,1.1,1.1
CCCOc1ccc(/C=N/O)cc1,1,-0.2,1,-3.4,23.0,-7.4,1,0.99,1,1
O=C(Nc1cccn2ncnc12)c1ccc(Cl)cc1Cl,0.9,-2.1,1,-0.2,-4.1,-3.5,1,1,1,0.9
CCC(=O)NCC(c1cccs1)N1CCOCC1 (stereo not given),1.1,-8.3,1.1,-7.0,-8.6,-17.7,1.1,1,0.9,1.1
CCCCN(C(=O)CSc1cc(C)c2ccc(OC)cc2n1)c1c(N)n(Cc2ccccc2)c(=O)[nH]c1=O,1.3,-7.0,1,0.8,-7.8,-18.0,1.1,0.8,0.9,1.4

# 6 entries drawn at random from the list so far, as already listed:
SMILES,PMI act,FLuc inhib CS,TNAP act hiacc,TNAP inh hi DEA,APP 5'UTR act,TNAP inh no acc,FLuc stim CS,NF-kB expr up,bIAP activator,PMI act hi M6P
COc1ccccc1NC(=S)N(C(C)C)C(C)c1ccccn1 (stereo not given),1.1,-8.9,1,0.9,7.6,2.2,1.1,1.13,0.9,1
O=C(NCC1CCCO1)C1CCN(C(=O)c2ccc(Br)cc2)CC1 (stereo not given),1,-5.6,1,1.1,7.0,-11.0,1.1,1.08,0.9,0.9
CNc1nc(C)cc(C)c1S(=O)(=O)c1ccc(C)cc1,0.9,-6.9,1,-0.6,-0.6,-7.5,1.1,0.9,1,0.9
COc1nc(Cc2ccc(Cl)cc2)nc2ccccc12,1,-7.5,1,-2.9,12.3,-10.2,1.1,1.11,1.1,1.1
CCCCN(C(=O)CSc1cc(C)c2ccc(OC)cc2n1)c1c(N)n(Cc2ccccc2)c(=O)[nH]c1=O,1.3,-7.0,1,0.8,-7.8,-18.0,1.1,0.8,0.9,1.4
O=C(Nc1cccn2ncnc12)c1ccc(Cl)cc1Cl,0.9,-2.1,1,-0.2,-4.1,-3.5,1,1,1,0.9

# New compounds follow
SMILES,PMI act,FLuc inhib CS,TNAP act hiacc,TNAP inh hi DEA,APP 5'UTR act,TNAP inh no acc,FLuc stim CS,NF-kB expr up,bIAP activator,PMI act hi M6P
Cn1c(=O)n(C)c2cc(/C=C3/NC(=O)N(Cc4ccccc4)C3=O)ccc21,1,-4.4,1.1,-5.3,-5.8,-11.2,1,1.03,0.9,1
Cc1cccc2[nH]c(CN(C)Cc3nc(CC4CC4)no3)nc12,0.9,-4.7,1,1.2,-11.1,-2.4,1,0.86,0.9,1
Cc1ccc(NC(=O)C2C3CCCC2C3c2ccccc2)cc1C (stereo not given),1,-3.4,1,-2.6,0.1,-8.2,1,1.42,0.9,0.9
CCC(=O)Nc1ccc(C(=O)NNC(=O)c2cc(OC)c(OC)c(OC)c2)cc1,1,-4.8,1,-3.1,11.7,-7.1,1,1.08,1.1,1
Cn1c(=O)c2c(ncn2CC(=O)OCC(=O)Nc2cc(Cl)ccc2Cl)n(C)c1=O,0.9,-1.7,1,-2.6,0.8,-1.7,1,0.99,0.6,1.1
CCOc1ccc2nc(NC(=O)CSc3nnnn3C3CCCCC3)sc2c1,0.8,-1.9,1.1,-5.8,7.3,-8.0,1,1.36,0.9,0.8
FC(F)Oc1ccc(NC(=S)NCc2ccccc2)cc1,0.9,1.4,1,0.3,-8.0,-2.1,1,1.15,0.9,1
COc1ccc(OC)c(Nc2nc(-c3ccccc3O)nc3ccccc23)c1,1,-2.7,1.1,-5.3,-7.4,-7.2,1,0.95,1.1,0.9
CCOc1ccc(S(=O)(=O)N(C)C)cc1-c1nc2c(C(C)(C)C)nn(C)c2c(=O)[nH]1,1,-3.9,1,-0.8,-12.9,-4.6,1,0.89,1,1
Clc1ccc(CSc2nnc(-c3ccc4c(c3)OCO4)o2)cc1,0.9,-3.1,1,-4.2,-3.5,-11.5,1,1.24,0.7,0.9
Cc1ccc(OCC(O)Cn2nc(C)cc2C)cc1 (stereo not given),.,-1.8,1,2.1,0.6,1.4,1,1.13,1,.
CCOc1ncccc1C(=O)OCC(=O)c1ccc[nH]1,1.1,-6.4,1,-4.8,0.5,-4.7,1.1,0.94,1,1
COc1ccc(-n2cnnc2SCC(=O)NCc2cccs2)cc1,1,-8.9,1,-0.3,0.8,-3.7,1.1,1.14,0.9,1
O=S(=O)(NCc1csc(-c2ccccc2)n1)c1ccc(Cl)s1,1.1,4.8,1,-1.9,-4.6,-8.8,1,1.04,1,1
Cc1cccc(/C=C2\CS/C(=C\c3cccc(C)c3)C2=O)c1,1,2.3,0.9,9.2,1.5,6.2,1,1.03,0.8,1
COc1ccc(N/C=C2\CCOC2=O)cc1,1.1,-5.9,1.1,-8.9,22.0,3.9,1.1,0.99,1,1
CCCCc1nc2cc(Cl)ccc2o1,1,-3.3,1,-3.6,3.8,-4.1,1,1.21,0.8,1.1
Cn1c(=O)cc(SCC(=O)NCCN2CCN(c3ccccc3F)CC2)c2cc(Cl)ccc21,1,-4.0,1,-4.3,-11.3,-7.1,1,0.84,1.1,1
Cc1cc(C)n(-c2ccc(C)c(Cl)c2)n1,1.1,-4.8,1.1,-5.9,-1.7,-5.0,1,1.46,1,1.1
COc1ccccc1-n1c(SC)nc(O)cc1=O,1,-4.2,1,-3.1,-6.8,-8.7,1,1.2,0.9,1
CCOC(=O)NC(=O)CSc1nnc(C2CC2)n1Cc1ccco1,1.1,-6.1,1.1,-6.7,0.8,2.1,1.1,1.02,1,1.1
COc1cc(CNCc2ccccn2)ccc1OCC(=O)NC(C)(C)C,1.1,-3.8,1,0.0,-17.8,-13.2,1,1.18,1,1.2
CCc1ccc(C2CC(=O)N(c3cccc(F)c3)C3=C2C(=O)OC3)cc1 (stereo not given),1,-5.0,1.1,-5.6,0.9,-11.8,1.1,1.05,1,1
Cc1cc(=O)n2cccc(O)c2n1,0.3,-8.0,1,-2.6,1.4,-5.7,1.1,1.07,1.4,0.3

# The order is random (roughly 3.6% active in at least one column).
